# Mtb RmlCD inh: M. tuberculosis RmlC/RmlD coupled enzyme inhibitors, primary screen, biochemical, compound mixtures, 384-well, from 1536-well plates; RmlC+RmlD coupled enzyme assay, percent inhibition; primary screen in compound mixtures; inhibition, % at 3.6 µM; hit rate 0.03% among 160,000; in the data active = inhibition mostly above about 34%, no sharp cut-off; also: some results filed as inactive read as strong as hits
# Target sequence (P9WH09 whole entry, looked up): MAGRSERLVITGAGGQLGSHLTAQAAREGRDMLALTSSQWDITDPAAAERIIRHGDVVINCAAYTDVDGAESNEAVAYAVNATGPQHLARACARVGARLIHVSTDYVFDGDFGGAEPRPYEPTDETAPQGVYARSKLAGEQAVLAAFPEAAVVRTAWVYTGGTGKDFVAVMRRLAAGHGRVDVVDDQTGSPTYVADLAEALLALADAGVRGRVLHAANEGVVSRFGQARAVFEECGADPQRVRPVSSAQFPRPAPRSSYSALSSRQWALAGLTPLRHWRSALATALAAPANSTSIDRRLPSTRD
# Target sequence (P9WH11 whole entry, looked up): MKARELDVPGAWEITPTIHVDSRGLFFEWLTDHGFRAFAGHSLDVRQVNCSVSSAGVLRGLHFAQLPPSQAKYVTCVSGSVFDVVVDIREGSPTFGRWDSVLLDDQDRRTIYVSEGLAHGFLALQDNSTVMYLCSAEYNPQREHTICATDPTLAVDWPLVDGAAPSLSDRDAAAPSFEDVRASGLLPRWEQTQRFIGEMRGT
# M. tuberculosis GlmU: inhibition of mycobacterial GlmU enzyme – biochemical, glucosamine-1-phosphate acetyltransferase (AID 1376); Bifunctional protein GlmU (Mycobacterium tuberculosis (strain ATCC 25618 / H37Rv)); M. tuberculosis GlmU acetyltransferase enzyme assay; higher % means a stronger effect; inhibition, %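 (tested at 30 µM in the primary screen)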; hits with a dose series show IC50 in µM; hit rate 0.25% among 220,000; in the data active = inhibition above about 13%;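 also: 0% = complete reaction with vehicle and 100% = reaction without substrate; strong numbers were not always called active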
# * = called active by the depositor; / = no result given; & = joins results of further samples.
# Sequence of screens: Mtb RmlCD inh	M. tuberculosis GlmU
CCn1ccnc1CN1CCCC(C(=O)c2ccc3c4c(cccc24)CC3)C1 (stereo not given)
    -2.7	-5.2%
COc1cc(N=Nc2c(O)c3ccccc3[nH]c2=O)c(OC)cc1N=Nc1ccccc1
    /	1.8%
CC(C)(C)C(=O)Nc1sc(-c2ccccc2)cc1C(=O)O
    -3.0	2.1%
Cc1cc(C)cc(NC(=O)CN(C)S(=O)(=O)c2cccc3nsnc23)c1
    /	0.2%
CCC(=O)NC(=S)NNC(=O)c1ccc([N+](=O)[O-])cc1
    /	-3.2%
CCn1c(C2CC(=O)N(c3ccc(C)c(C)c3)C2)nc2ccccc21 (stereo not given)
    /	0.0%
CCOC(=O)N1CCC(Nc2c(Nc3cccc(CC)c3)c(=O)c2=O)CC1
    /	-2.1%
CCNC(=O)CC1S/C(=N/N=C(\C)c2ccccc2)NC1=O (stereo not given)
    -6.1	-0.1%
O=C(Cn1cnc([N+](=O)[O-])n1)N/N=C/c1ccc(O)cc1O
    -13.4	1.3%
CCOC(=O)N1CCN(C(=O)COc2ccccc2[N+](=O)[O-])CC1
    /	-2.2%
NC(=O)c1cc[n+](CC2=C(C(=O)O)N3C(=O)[C@@H](NC(=O)C(c4ccccc4)S(=O)(=O)[O-])[C@H]3SC2)cc1 (stereo not given in full)
    /	16.4%
CCc1nc(NCCCN2CCOCC2)c2oc3ccccc3c2n1
    22.0	1.1%
CC(C)(/C=N/O)/[N+]([O-])=C/c1ccccc1
    -4.0	3.1%
O=C(Nc1ccc(CSc2ccccc2)cc1)c1ccccc1
    /	15.9%
N#Cc1ccc2ccn(CC(=O)NCc3ccco3)c2c1
    12.1	-2.5%
O=C(Nc1ccccn1)C1COc2ccccc2O1 (stereo not given)
    /	-2.5%
Clc1ccc(CSc2nnc(-c3ccncc3)s2)cc1
    -4.0	/
O=C(c1cnn2ccccc12)N(Cc1ccco1)C1CCCC1
    -10.4	-10.0%
O=C(CSc1nnc(-c2ccccc2)n1C1CCCCC1)N1CCCC1
    1.0	2.8%
CCOC(=O)C(NC(=O)NCc1ccccc1)(OCC)C(F)(F)F (stereo not given)
    -10.9	-0.5%
O=C(NCCS(=O)c1ccc(Cl)cc1)c1cccc(Cl)c1 (stereo not given)
    5.0	-1.1%
Cc1sc2nc(C(C)(C)C)oc(=O)c2c1C
    /	7.3%
COc1ccc(Cl)cc1NC(=S)NNC(=O)c1cccs1
    /	2.7%
N#CC(C#N)=c1ccc2c(c1)N1C3=C(CCCC3)CC3CCCCC31N=2 (stereo not given)
    /	-3.7%
CCCOc1ccc(-c2cc(C(=O)NCC3CCCO3)c3ccccc3n2)cc1 (stereo not given)
    12.9	1.9%
COCCn1c(N)c(C(=O)NCC2CCCO2)c2nc3ccccc3nc21 (stereo not given)
    -8.8	-3.6%
Cc1nn(-c2ccccc2)c(Cl)c1C(=O)NCCCCNC(=O)c1c(C)nn(-c2ccccc2)c1Cl
    12.0	1.6%
COc1ccc(C(=O)Oc2ccc(=O)n(-c3ccccc3)n2)cc1
    1.0	1.5%
O=C(CCC1CCCN(C(=O)C2CCCC2)C1)NCc1ccc(F)c(F)c1 (stereo not given)
    -6.0	8.0%
S=C(c1cn(CCOc2ccccc2)c2ccccc12)N1CCCC1
    -11.1	1.1%
O=C(NC12CC3CC(CC(C3)C1)C2)c1ccc(-c2ccc(Br)cc2)o1
    -5.2	-1.2%
Cc1ccc(-c2nnn(CC(=O)N(CCO)C(C(=O)NC(C)(C)C)c3ccncc3)n2)cc1 (stereo not given)
    5.2	3.2%
Cc1cc2c(C(C)C)c(O)c(O)c(C=O)c2c(O)c1-c1c(C)cc2c(C(C)C)c(O)c(O)c(C=O)c2c1O
    /	3.3%&2.7%
Cc1ccc(CNC(=O)C2CCN(S(=O)(=O)c3c(C)noc3C)CC2)cc1
    8.6	4.4%
CCOC(=O)c1c(N/N=C/c2ccncc2)n[nH]c1C
    2.7	4.7%
CN(C)C(=S)SCCn1c(N)nc(N(C)C)nc1=O
    -7.8	7.4%
COc1cccc(NC(=O)N2CCCC2C(=O)NCc2ccccc2)c1 (stereo not given)
    10.4	5.3%
Cc1cc(-c2nn(-c3ccccc3F)cc2CNCCc2cnccn2)c(C)s1
    5.3	1.3%
CN(C)S(=O)(=O)N1CCN(c2ccc([N+](=O)[O-])c(N3CCCCC3)c2)CC1
    -8.0	-2.9%
COc1ccc(/C=N/S(=O)(=O)CCc2ccccc2)c(OC)c1
    /	-0.1%
CC(=O)Oc1ccc2ccc(=O)oc2c1
    1.2	2.0%
O=C(O)C1=C[C@H](c2ccc(F)cc2)C[C@H](OCCCCO)O1
    -8.2	0.8%
COC/C=C/C1=CC2=CC(=O)C(C)(OC(=O)c3cnc4ccccc4n3)C(=O)C2=CN1CC(C)C (stereo not given)
    /	1.5%
COc1ccc(CNC(=O)OCCN2CCN(S(=O)(=O)c3ccc(C)cc3)CCC2=O)cc1
    /	2.6%
CC1=C(C(=O)OCc2ccc3c(c2)OCO3)C(c2ccc(Cl)cc2)NC(=O)N1 (stereo not given)
    /	0.1%
Cc1cc(Cl)ccc1C(=O)C1CCCN(C(=O)c2ccoc2)C1 (stereo not given)
    /	0.0%
Cc1ccc(S(=O)(=O)Nc2ccc3c4c(cccc24)CC3)c(C)c1
    /	0.0%
O=c1[nH]c(=O)n(CCC2=CCCCC2)c(O)c1C=NCc1cccnc1
    /	-0.3%
Cc1c(Br)c(=O)oc2c(Br)c(O)ccc12
    -10.3	4.5%
Cc1cc(=O)[nH]c(N/N=C/c2cc(C)n(-c3ccccc3)c2C)n1
    10.0	2.2%

# A section from further up, for reference:
# Sequence of screens: Mtb RmlCD inh	M. tuberculosis GlmU
O=c1[nH]c(=O)n(CCC2=CCCCC2)c(O)c1C=NCc1cccnc1
    /	-0.3%
Cc1c(Br)c(=O)oc2c(Br)c(O)ccc12
    -10.3	4.5%
Cc1cc(=O)[nH]c(N/N=C/c2cc(C)n(-c3ccccc3)c2C)n1
    10.0	2.2%

# (more compounds)
# Sequence of screens: Mtb RmlCD inh	M. tuberculosis GlmU
Cc1cc2cc(CN(Cc3cccs3)C(=S)NCC3CCCO3)c(=O)[nH]c2cc1C (stereo not given)
    -11.7	1.3%
O=C(C(NS(=O)(=O)c1cccc2nsnc12)c1ccccc1)N1CCN(c2ccccc2)CC1 (stereo not given)
    -9.3	-3.9%
CC(C)c1ccc2c(c1)C(=O)NC(C)(C)C2
    8.2	-0.9%
OC1(C(F)(F)F)CC(c2ccc3ccccc3c2)=NO1 (stereo not given)
    3.8	5.2%
CC1(C)C(CSc2nc3ccccc3[nH]2)C1(Cl)Cl (stereo not given)
    -5.6	-4.9%
O=C(NC1c2ccccc2-c2ccccc21)N1CCCCC1
    /	4.7%
CC(=O)N1CCN(Cc2nc3cc(NC(=O)NC4CCCCC4)ccc3n2C)CC1
    -8.9	7.1%
Cc1ccnc(NC(=O)CCC(=O)N(CC(=O)NC2CCCCC2)C2CCCC2)c1
    5.5	0.0%
COc1ccc2nc(SCC(C)=O)c(C#N)cc2c1
    -4.0	2.9%
COCCN(C(=O)Cc1cccs1)c1nnc(-c2cccnc2)s1
    /	0.0%
C/C(Cc1ccccc1)=N\NC(=O)CNC(=O)Cc1ccccc1
    27.4	4.5%
COc1ccc(C2CC(c3ccccc3)=NN2C(=O)COC(=O)c2nc3nc(C)cc(C)n3n2)cc1 (stereo not given)
    -7.3	5.0%
Cc1ccc(NNC(=O)c2cc(C(C)(C)C)nn2Cc2ccccc2)cc1
    2.7	-3.6%
COc1ccc(NC(=O)/C=C/c2ccc(C)o2)cc1S(=O)(=O)N1CCOCC1
    5.1	-1.4%
OCCNc1nc(Nc2ccccc2)nc(Nc2ccccc2)n1
    9.6	4.8%
O=C(Cn1nnc(-c2ccccc2)n1)N/N=C/c1ccc(-c2ccc(Cl)cc2)o1
    15.7	-2.1%
COc1ccc(-c2csc3ncn(-c4ccc(C)cc4)c(=O)c23)cc1OC
    37.6	-5.3%
CC1NC(=O)NC1CCCCCC(=O)Nc1ccc(F)cc1 (stereo not given)
    14.7	0.9%
COCCOc1nc2c(c(=O)n(C)c(=O)n2C)n1CCc1ccccc1
    /	7.5%
Cc1ccc(NC(=O)CN2CC(C)SC2=NC2CCCCC2)cc1 (stereo not given)
    /	1.6%
COC(=O)CCC(=O)OC1(C)C(=O)C2=CN(c3ccc(OC)cc3)C(c3ccc(OC)cc3)=CC2=C(Br)C1=O (stereo not given)
    /	3.2%
Cc1ccnn1CC(=O)N/N=C/c1cn[nH]c1-c1ccccc1
    3.0	-0.5%
Cc1ccc(S(=O)(=O)ON2C(=O)c3cccc4cccc(c34)C2=O)cc1
    -11.9	1.7%
COc1cc2cc(C(c3nnnn3Cc3ccc(F)cc3)N3CCCCCC3)c(=O)[nH]c2cc1OC (stereo not given)
    /	-5.2%
S=C(Nc1ccccc1Cl)NC1CCC(NC(=S)Nc2ccccc2Cl)CC1 (stereo not given)
    /	7.2%
OCCC#Cc1ccc(CN2CCN(Cc3ccsc3)C(CCO)C2)cc1 (stereo not given)
    /	6.3%
CN(C)C(=O)N1CCN(C(=O)c2ccccc2Sc2ccccc2C#N)CC1
    /	3.9%
O=c1/c(=C/c2ccc(CNS(=O)(=O)c3ccccc3)o2)sc2n1CCN=2
    2.8	-8.2%
CCOc1cc(/C=N/NC(N)=O)cc(Br)c1OCC(=O)Nc1ccccc1C
    7.0	-2.7%
CCN(C(=O)COC(=O)CNC(=O)c1ccc(C)c(C)c1)C1CCS(=O)(=O)C1 (stereo not given)
    5.6	-0.2%
COC(=O)c1cnn2c(C)c(Cc3cccc(F)c3)c(C)nc12
    -4.0	6.0%
Cc1ccc(NC(=O)N2CCCC2C(=O)NCCc2ccccc2)cc1 (stereo not given)
    11.8	3.6%
Cc1ccc(C(=O)OC2CCN(c3ccc([N+](=O)[O-])cc3)CC2)cc1
    -2.5	2.5%
CCCC(=N)C1=C(O)CC(CC(C)SCC)CC1=O (stereo not given)
    -2.2	2.3%
O=[N+]([O-])c1cc(-c2ncccn2)cs1
    /	8.9%
O=C(Nc1ccccc1C(F)(F)F)c1ncn[nH]1
    /	-2.5%
c1ccc(CSC2=NNC(c3ccccn3)S2)cc1 (stereo not given)
    -2.9	-6.4%
Cc1ccc(CSCCNS(C)(=O)=O)cc1
    /	-0.8%
Cc1ccc(NC(=S)NNc2ncc(C(F)(F)F)cc2Cl)cc1
    7.9	-1.6%
O=C(Nc1nc(C2C3CC4CC(C3)CC2C4)cs1)c1cc2cc([N+](=O)[O-])ccc2oc1=O (stereo not given)
    2.2	/
Cc1ccc(NC(=O)CCC(=O)c2ccc(F)cc2)cc1Cl
    -7.5	-1.5%
O=S(=O)(Nc1cccc(-c2nc3cccnc3s2)c1)c1cccs1
    /	5.4%
CC(c1ccco1)N(C(=O)c1cccs1)c1ccccn1 (stereo not given)
    /	-2.7%
O=C(Cn1cc2c(n1)CCCCC2)Nc1ccccc1Br
    5.8	0.8%
O=[N+]([O-])c1cccc(/C=C2\CCC(/C=N/Nc3ccc4ccccc4n3)=C2N2CCOCC2)c1
    6.0	-8.6%
C=Cn1ccnc1P(=S)(c1ccc(Cl)cc1)c1nccn1C=C
    1.1	-0.1%
CCOc1ccc(S(=O)(=O)N2CCN(C(=O)c3cccn3C)CC2)cc1
    -6.6	-1.3%
CC(C)N(CCO)C(=O)CCc1nnc(Cc2cccc(C(F)(F)F)c2)o1
    8.5	-8.2%
Cc1ccc(-c2cc(C(F)(F)F)n3ncc(C(=O)N4CCCc5ccccc54)c3n2)cc1
    -12.7	2.5%
CCCc1nc(Cl)c(C#N)c2c1CCCC2
    -5.1	-3.8%

# Next section:
# Sequence of screens: Mtb RmlCD inh	M. tuberculosis GlmU
Cc1nc(-c2coc3c(CN(C)C)c(O)ccc3c2=O)cs1
    93.5	2.2%
COc1ccc(OC)c(-n2nnnc2SCC(=O)NCCc2ccccc2)c1
    /	-0.2%
COc1ccc(NC(=O)COC(=O)Cc2c[nH]c3ccccc23)cc1OC
    3.9	-0.4%
Cc1cc(C)n(CC(=O)N2c3ccccc3Sc3ccccc32)n1
    /	4.7%
Cc1cc(C)n(-c2ccc(C(=O)Nc3cccc(S(=O)(=O)N4CCCC4)c3)cc2)n1
    7.4	0.1%
N#Cc1c(NC(=O)CSc2n[nH]c(Cc3ccccc3)n2)oc(-c2ccccc2)c1-c1ccccc1
    29.6	-2.4%
Cc1cccc(-c2nnc(SCc3nc4ccccc4[nH]3)n2Cc2ccco2)c1
    /	-0.4%
C/C(=N\O)c1ccccc1C(=O)O
    /	-4.6%
COc1cccc(C(=O)NC(=S)Nc2ccc3oc(=O)ccc3c2)c1
    0.9	-1.9%
C/C(=N\Nc1nc2c(s1)CCCC2)c1ccccc1
    /	-2.3%

# Three entries drawn at random from those above, as already listed:
# Sequence of screens: Mtb RmlCD inh	M. tuberculosis GlmU
COc1cccc(C(=O)NC(=S)Nc2ccc3oc(=O)ccc3c2)c1
    0.9	-1.9%
COc1ccc(NC(=O)COC(=O)Cc2c[nH]c3ccccc23)cc1OC
    3.9	-0.4%
C/C(=N\Nc1nc2c(s1)CCCC2)c1ccccc1
    /	-2.3%

# (listing goes on)
# Sequence of screens: Mtb RmlCD inh	M. tuberculosis GlmU
COc1ccc(C(=O)Nc2ccc(F)cc2F)cc1OC
    /	1.9%
O=C(Nc1ccccc1Cl)c1cc(S(=O)(=O)N2CCCC(C(=O)O)C2)ccc1F (stereo not given)
    -2.8	0.7%
CCc1n(CC(O)COC2CCCCC2)c2ccccc2[n+]1C (stereo not given)
    9.8	-1.5%
CCCCc1n[nH]c2c1C(=O)CC(C)(C)C2
    /	0.5%

# These rows are one share of the data, so the mix of outcomes need not match the whole.
